# Bioassay records deposited in PubChem by several laboratories.
# STAT1 inh: reduces IFN-gamma driven STAT1 reporter signal | NIH 3T3 STAT1-luciferase reporter, luminescence | inhibition, % at 5.5 µM | 200,000 tested, 0.35% active;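 active = inhibition above a set limit, the mean inhibition across all tested compounds plus 3 SD, cut at about 34% in these data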;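 also: 0% = IFN-gamma with DMSO and 100% = IFN-gamma with 300 µM nifuroxazide; values of inactives mirror those of a sister screen read the other way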
# STAT3 activator: activators of IL-6 induced STAT3 signaling; U3A cells, IL-6 STAT3-luciferase reporter, luminescence; 100% = signal with IL-6 EC80 alone; activation (% of control), % at 5.6 µM; 190,000 tested, 0.91% active;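 active = activation above the screen-wide mean of compound activation plus 3 SD, cut at about 130% in these data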;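 also: 0% = background luminescence of wells with medium and substrate only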
#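 Test system: human U3A cells carrying STAT3-luciferase construct; control set: IL-6-only wells as 100% reference; timing: compound pre-incubation 1 h before IL-6, then 6 h stimulation at 37 °C; also added: IL-6 stimulus at 33 ng/mL final; evaluation: % activation versus median of IL-6-stimulated wells; detection: reporter luminescence signal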
# STAT3 inh: reduces IL-6 driven STAT3 reporter signal. U3A cells, IL-6 STAT3-luciferase reporter, luminescence; host cell line lacks STAT1. 190,000 tested, 0.89% active. inhibition, % at 5.5 µM. AID 862;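 active = inhibition above the mean inhibition across all screened compounds plus 3 SD, cut at about 44% in these data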;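 also: 0% = DMSO only wells and 100% = 100 µM nifuroxazide control wells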
# APP transl inh: APP translation inhibition; SH-SY5Y APP 5'UTR-luciferase reporter, luminescence; inhibition, % at 2 µM; 190,000 tested, 0.82% active; AID 1285;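 active = inhibition above a set limit, derived from the sample mean plus 3 SD, cut at about 45% in these data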; also: values of inactives mirror those of a sister screen read the other way
# RAM inhibit: blocks the yeast RAM network. S. cerevisiae dse1pr::URA3 reporter, 5-FOA growth OD615, 2 d; analog-sensitive cbk1-as2 kinase mutant strain. AID 868. inhibition, % at 50 µM. 190,000 tested, 1.8% active;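 active = inhibition above a set limit, 3 SD over mean compound inhibition, cut at about 8.4% in these data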;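 also: 0% = DMSO-only wells with no growth and 100% = 10 µM 1-NA-PP1 full growth; inhibition rescues growth on 5-FOA so higher OD means more RAM inhibition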
# APP 5'UTR act: activates APP 5'UTR luciferase reporter | 190,000 tested, 1% active | activation, % at 2 µM | SH-SY5Y APP 5'UTR luciferase reporter, luminescence; zero percent = DMSO vehicle wells;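 active = activation above a set limit, based on mean plus 3 SD of controls, cut at about 140% in these data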; also: values of inactives mirror those of a sister screen read the other way
# FLuc inhib CS: Photinus pyralis luciferase inhibition counter-screen; 200,000 tested, 1.5% active; inhibition, % at 10 µM; ATPLite firefly luciferase biochemical luminescence, 10 min; P08659;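 active = inhibition above about 50% when tested at 10 µM, limit read from the data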
# Target sequence (P08659 whole entry, looked up): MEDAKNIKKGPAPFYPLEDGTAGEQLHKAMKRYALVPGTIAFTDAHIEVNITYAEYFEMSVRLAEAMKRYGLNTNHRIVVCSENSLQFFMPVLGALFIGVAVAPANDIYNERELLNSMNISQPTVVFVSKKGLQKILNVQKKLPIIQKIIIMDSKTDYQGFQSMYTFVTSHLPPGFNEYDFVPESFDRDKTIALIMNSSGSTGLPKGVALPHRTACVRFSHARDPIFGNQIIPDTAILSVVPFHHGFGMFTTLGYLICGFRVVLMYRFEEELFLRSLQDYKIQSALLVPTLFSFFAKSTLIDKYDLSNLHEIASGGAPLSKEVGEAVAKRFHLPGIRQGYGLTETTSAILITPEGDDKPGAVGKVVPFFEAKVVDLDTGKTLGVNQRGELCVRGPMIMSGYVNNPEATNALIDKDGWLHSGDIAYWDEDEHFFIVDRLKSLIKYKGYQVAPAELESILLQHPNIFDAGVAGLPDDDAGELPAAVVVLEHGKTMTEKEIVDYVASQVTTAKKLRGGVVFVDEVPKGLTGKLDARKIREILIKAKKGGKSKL
# Hsp70 act: switches on Hsp70 transcription. AID 1203. activation, % at 10 µM. HeLa Hsp70 promoter luciferase reporter, luminescence; scaled: vehicle 0, proteasome-inhibitor control 100%. 200,000 tested, 0.04% active;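 active = activation above the mean across all tested compounds plus 3 SD, cutoff set per campaign, cut at about 5.5% in these data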;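 also: 100% = MG132 at 30 µM as the positive control and 0% = DMSO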
# NF-kB expr up: raises NF-kB expression in human neuronal cells; NF-kB reporter expression; stronger effect = higher value; fold change at 12.5 µM; 190,000 tested, 1.6% active; in the data active = fold change above about 3.3
# STAT1 activator: activators of IFN-gamma induced STAT1 signaling; activation (% of control), % at 5.5 µM; NIH 3T3 STAT1-luciferase reporter, luminescence; 100% = IFN-gamma alone, no compound; AID 932; 200,000 tested, 2.6% active;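 active = activation above the screen-wide mean activation plus 3 SD, cut at about 130% in these data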;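 also: raw ratio to IFN-gamma control signal so 100% means no change and 0% no light; values of inactives mirror those of a sister screen read the other way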
# * marks the source's active call; other numbers are inactive results; . = no result given.
molecule	APP 5'UTR act	STAT3 activator	FLuc inhib CS	STAT3 inh	STAT1 inh	RAM inhibit	STAT1 activator	NF-kB expr up	APP transl inh	Hsp70 act
Cc1ccc(S(=O)(=O)c2nc(-c3cccs3)oc2SCC(N)=O)cc1	-3	102	-3	4	4	8.0	96	0.81	3	-0.4
O=C(COC(=O)CCOc1ccccc1)NCCC1=CCCCC1	26	98	0	4	4	0.5	95	1.2	-26	-0.2
Cn1cccc1C(=O)c1ccc(Cl)cc1Cl	8	103	-7	1	-3	0.5	103	1.1	-8	0.0
Cn1nnnc1SCc1cccc(CSc2nnnn2C)n1	4	102	-3	1	-10	0.3	109	1.2	-4	-0.3
Cc1cccc(NC(=O)CCSc2nc(C)cc(C)n2)c1	11	82	-5	28	1	0.0	99	1.3	-11	-0.3
OCCC1CN(Cc2cnc(-c3ccccc3)s2)CCN1C1CCCC1 (stereo unspecified)	19	98	-6	4	5	3.0	95	1.4	-19	-0.1
COc1ccc2c(c1)CCC1C2=NN(/C(C)=C/C(C)=O)C1c1cccc(F)c1 (stereo unspecified)	6	115	-2	-13	-10	3.0	108	1.4	-6	-0.1
COC(=O)c1cc(NC(=O)C2CC(=O)NC(=NCc3ccc(OC)cc3)S2)cc(C(=O)OC)c1 (stereo unspecified)	-22	103	-4	0	-3	1.0	101	1.2	22	-0.3
CC(=O)c1ccc(NC(=O)C(C)Sc2nnnn2C)cc1 (stereo unspecified)	-14	92	-1	13	7	3.1	94	0.86	14	-0.3
Cc1ccccc1NC(=O)c1ccc(OCC(=O)Nc2ccccc2F)cc1	19	99	-1	8	0	2.3	98	1.1	-19	-0.4
COc1ccccc1/C=C/C=N/NC(=O)Cc1cccn1C	-1	100	1	-2	-9	0.3	108	1.2	1	-0.2
CC(=O)Nc1cccc(/C(C)=N/Nc2nc3ccccc3s2)c1	160*	112	5	-6	-109	8.2	198*	1.1	-160	0.4
CCOC(=O)N1CCC(NC(=O)Cn2cc3c(n2)CCCC3)CC1	11	100	-8	0	-5	1.3	102	1.2	-11	-0.4
Cc1cc(NC(=O)CSc2nnc(N)s2)c([N+](=O)[O-])cc1C	8	102	-5	3	3	0.8	97	1.2	-8	-0.3
NC(=O)COc1ccc(C2c3c(oc4ccccc4c3=O)C(=O)N2CC2CCCO2)cc1 (stereo unspecified)	.	105	-7	0	7	2.2	93	0.89	.	-0.1
COc1ccc(C(=O)NC(=S)Nc2ccc3oc(=O)ccc3c2)cc1	-21	107	-1	-3	-1	1.1	101	1	21	-0.2
COc1cc([N+](=O)[O-])ccc1NC(=O)Cn1ccsc1=N	-20	103	-3	3	-18	0.6	114	0.86	20	0.2
COc1ccc(/C=C/C(=O)Nc2ccc(-c3nnc4n3CCCCC4)cc2)c(OC)c1	19	92	8	13	11	1.0	90	0.46	-19	-0.2
COC(=O)C1=C(C)NC(=O)/C1=C\c1cc(C)n(-c2cccc(C)c2)c1C	.	85	2	24	1	5.1	100	0.84	.	-0.3
O=c1[nH]c2cc3c(cc2cc1C(c1nnnn1Cc1ccccc1)N1CCN2CCCC2C1)OCCO3 (stereo unspecified)	14	106	-7	-4	10	0.7	91	0.85	-14	-0.3
COc1cc(OC)cc(-c2nnc(SCC(=O)N3CCOCC3)o2)c1	12	100	-4	1	-8	1.0	107	1.7	-12	0.0
NS(=O)(=O)c1ccc(NC(=O)CCC2CCCCC2)cc1	0	95	-4	10	-3	0.6	103	1.1	0	0.0
CCOC(=O)c1c(C)[nH]sc1=S	-18	93	-3	13	2	2.1	98	0.8	18	0.7
C=CCOC(=O)C1C(=O)CC(C)(O)C(C(=O)OCC=C)C1c1ccc(OC)cc1 (stereo unspecified)	-2	102	-5	1	-1	-0.2	101	1.1	2	-0.4
O=Cc1c(OCc2ccccc2)ccc2ccccc12	50	102	22	5	-39	0.4	134*	1.9	-50	0.0
CC(NC(=O)C1CC1)C(c1cccs1)N1CCN(c2ccccc2)CC1 (stereo unspecified)	9	97	-3	3	-5	0.8	102	1.1	-9	-0.2
COc1cccc(CNC(=O)CCn2c(=O)oc3ccccc32)c1	13	100	-3	5	-3	0.7	103	1	-13	-0.3
CCCCNC(=O)CSc1nc2ccccc2n1S(=O)(=O)c1ccc(Br)cc1	2	102	-5	1	-4	0.7	103	1.4	-2	-0.3
Cc1nc2ccccc2nc1CSc1nncs1	12	93	-10	11	-3	1.7	102	1.1	-12	-0.1
COc1ccc(CCNC(=O)c2ccccc2SC)cc1	6	97	2	6	1	-0.2	97	1.1	-6	-0.3
COc1ccc(OC)c(-c2csc(NC(=O)C3c4ccccc4Oc4ccccc43)n2)c1	7	86	-4	19	9	2.9	92	0.83	-7	-0.3
c1ccc(CNc2nc(-c3cccs3)nc3ccccc23)nc1	-16	92	-2	14	9	-0.4	92	0.8	16	-0.2
COc1cccc(CNC(C)(C)CO)c1OCc1ccc(Cl)cc1	3	99	-7	6	6	0.5	91	1	-3	0.1
O=C(CSc1nc(-c2ccccc2)c(-c2ccccc2)[nH]1)Nc1nccs1	-9	96	-4	10	-5	6.0	104	0.55	9	-0.2
COc1ccc(CCNC(=O)c2nnc(Cc3c(F)cccc3Cl)o2)cc1OC	-10	100	-6	2	6	3.1	95	1.1	10	-0.1
CCCCC1CCC(C(=O)N2CCOCC2)CC1 (stereo unspecified)	-1	99	-8	4	-3	0.0	103	1.1	1	0.1
COCCNC(=O)c1ccccc1NC(=O)c1ccc(OC)c(OC)c1	-1	91	-1	17	16	1.9	86	1.1	1	-0.3
Cc1cccc(NC(=S)N2CCN(Cc3ccccc3)CC2)c1C	0	101	-4	-6	4	3.3	97	1	0	-0.1
O=C(c1cc2ccccc2oc1=O)N(c1ccc(Cl)cc1)C1C=CS(=O)(=O)C1 (stereo unspecified)	-8	93	-4	8	20	0.7	82	1.8	8	-0.2
CCc1noc(C)c1C(=O)N1CCCC1	-1	100	-8	4	-8	0.8	107	1.1	1	-0.3
COc1ccc(-c2nnc3sc(-c4cccs4)nn23)cc1OC	15	89	-4	21	2	1.0	98	0.63	-15	0.0
CC(=O)c1ccc(C(=O)N2CCC(CO)(Cc3cccc(C(F)(F)F)c3)CC2)cc1	7	85	-12	21	9	0.8	90	1	-7	-0.3
CCCCOC(=O)CCn1[nH]c(=O)c2ccccc2c1=O	-14	100	-8	3	2	-0.4	98	1.3	14	0.0
Cc1[nH]c2ccccc2c1C(=O)C(=O)NCCCn1ccnc1	-23	102	-2	3	-3	1.8	105	0.98	23	-0.4
COc1ccc(N2C(=O)CS(=O)C(c3ccccc3)C2=O)cc1 (stereo unspecified)	86	101	12	3	-14	-1.2	112	2.9	-86	0.2
Cc1ccc(-n2c(Cc3cccc4ccccc34)n[nH]c2=S)c(C)c1	-3	95	-6	14	6	1.8	95	1.2	3	0.0
CCOc1cc(CNCC(O)c2ccccc2)cc(Cl)c1OC (stereo unspecified)	8	95	-10	8	6	-0.5	95	1.2	-8	-0.3
CCOC(=O)c1c(C#N)cnn1-c1ccc(C)cc1	1	100	-6	6	0	1.7	100	1.5	-1	0.0
Cc1ccccc1OCCCC(=O)Nc1ccc2c(c1)OCO2	12	93	-2	12	-3	4.9	103	1.4	-12	0.5
CCOc1ccc(CN2CCC(C(=O)N3CCN(c4ccccc4F)CC3)CC2)cc1OC	-2	107	-8	-4	9	-1.3	90	1.8	2	-0.1
CCc1ccccc1OCC(=O)Nc1nc(-c2cccnc2)cs1	-6	105	-2	6	-6	-1.0	104	0.76	6	-0.2
CC(C)CCNC(=O)CN(C)S(=O)(=O)c1cccc2nsnc12	15	99	-5	2	11	-0.3	90	1.2	-15	0.2
Cc1ccc(C)c(NC(=O)CCC(=O)N/N=C/c2ccc[nH]2)c1	8	104	-3	3	3	4.6	97	0.99	-8	-0.1
O=CNc1ccc(S(=O)(=O)NCc2ccccc2)cc1	-4	107	-6	-12	-2	2.7	102	0.91	4	-0.1
O=c1c2cc(NC(=S)NC3CCCC3)ccc2nc2n1CCCCC2	21	98	-5	10	2	0.2	97	0.93	-21	-0.3
Cc1ccc(S(=O)(=O)/N=C(\N)Nc2nc(C)c3cc(C)ccc3n2)cc1	-2	96	-9	10	-10	1.7	109	1	2	-0.2
CCc1ccc(S(=O)(=O)Nc2cc(SCC(=O)O)c(O)c3ccccc23)cc1	-6	109	-3	-6	-2	2.5	100	0.69	6	0.1
Cc1nc(-c2ccccc2)ccc1C(=O)O	2	97	-2	12	1	1.1	99	1.2	-2	-0.1
CC(Nc1ccccc1)C(=O)Nc1ccc(F)cc1 (stereo unspecified)	-1	99	-2	-2	2	2.0	99	1	2	-0.2
O=C(NCc1ccco1)c1ccc2c(=O)n(-c3ccccc3)c(=O)n(Cc3cccc(F)c3)c2c1	4	101	-4	-2	-6	4.4	106	0.99	-4	0.0

# Remaining list, next part
molecule	APP 5'UTR act	STAT3 activator	FLuc inhib CS	STAT3 inh	STAT1 inh	RAM inhibit	STAT1 activator	NF-kB expr up	APP transl inh	Hsp70 act
COc1cc(C(=O)NCc2nnc(SCC(=O)Nc3nccs3)o2)cc(OC)c1OC	6	105	-5	-1	3	-1.1	97	1.4	-6	-0.2
O=C(c1ccc([N+](=O)[O-])cc1)N(c1ccccn1)c1ccccn1	-13	102	0	4	-1	2.2	101	1.1	13	-0.1
CCCC(=O)Nc1cc(-c2nn(C)c(=O)c3ccccc23)ccc1N1CCCCC1	-1	100	.	4	2	.	97	.	1	-0.1
Cn1c(CN2CCCC2)nc2cc(NC(=O)c3cccs3)ccc21	12	85	10	24	2	0.8	99	1.1	-12	-0.2
O=C(Cc1ccc(Br)cc1)Nc1cccc(Cl)c1	1	105	4	-1	-3	1.9	100	1.2	-1	-0.1
Cc1ccc(Cl)c2c1NC(=O)C2(O)CC(=O)c1ccc(F)cc1 (stereo unspecified)	-9	102	-7	0	1	0.0	99	1	10	-0.2
O=C(NCc1ccco1)c1ccc(Cn2c(=O)c3ccccc3n(Cc3cccc(Cl)c3)c2=O)cc1	-1	100	-6	6	3	4.1	97	1.1	1	-0.5
CNc1ncc(C(=O)c2ccc(Cl)c(Cl)c2)s1	0	107	-3	-7	-28	3.0	125	4.3*	0	-0.1
Cc1nn(-c2ccc(F)cc2)c(C)c1NS(=O)(=O)c1ccc2ccccc2c1	0	102	-7	-1	2	3.3	99	1.2	0	0.1
CC(OC(=O)c1ccncc1)C(=O)NC1CCCC1 (stereo unspecified)	-6	108	-8	2	-9	0.5	107	1.2	6	0.4
COc1cc(C(=O)OCC(=O)c2cc(C)n(C)c2C)cc(OC)c1OC	3	98	1	8	-2	-0.1	102	1.1	-3	0.4

# 3 entries from above, arranged by their value in Hsp70 act, falling:
Structure	Hsp70 act
CCCC(=O)Nc1cc(-c2nn(C)c(=O)c3ccccc23)ccc1N1CCCCC1	-0.1
COc1cc(C(=O)NCc2nnc(SCC(=O)Nc3nccs3)o2)cc(OC)c1OC	-0.2
COC(=O)C1=C(C)NC(=O)/C1=C\c1cc(C)n(-c2cccc(C)c2)c1C	-0.3
